RORA act – activators of orphan receptor RORA, primary screen, cell-based, luminescence | Nuclear receptor ROR-alpha (Homo sapiens), P35398 | CHO-K1 Gal4-RORA LBD luciferase reporter; percent increase over mock-subtracted basal signal | activation, % at 10 µM | 65,000 tested, 1.5% active | AID 560, 2006;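 active = activation above the mean of all tested compounds plus 3 SD, cut at about 49% in these data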;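 also: 0% = DMSO-treated RORA cells and 100% = added signal equal to DMSO minus mock-transfected cells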
SF1 activator – activators of human SF-1, primary screen, cell-based, CHO-K1, Gal4-SF-1 LBD, luciferase luminescence | Steroidogenic factor 1 (Homo sapiens), Q13285 | CHO-K1 Gal4-SF-1 LBD luciferase reporter; % increase over DMSO SF-1-specific signal | activation, % at 10 µM | 65,000 tested, 1.9% active;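 active = activation above the mean activation of all tested compounds plus 3 SD, cut at about 50% in these data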
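Test system: CHO-K1 cells co-transfected with Gal4 DBD–human SF-1 LBD, 5xGal4 luciferase reporter. Quantity: 4,000 cells per well. Compound: 10 µM only. Incubation: compound added 1 h post-seeding, 20 h exposure at 37 °C, 5% CO2. Detection: SteadyLite luciferase luminescence. Replication: one test per compound.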
5-HT1A blocker – human 5-HT1a receptor antagonists, primary screen, cell-based, CHO, Ga15 NFAT-bla reporter. 5-hydroxytryptamine receptor 1A (Homo sapiens), P08908. CHO 5-HT1a Ga15 NFAT-bla reporter, antagonist mode. inhibition, % at 10 µM. 62,000 tested, 0.68% active;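 active = inhibition above the mean of all tested compounds plus 3 SD, cut at about 43% in these data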;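 also: receptor stimulated by 5-CT agonist at 100 nM near EC80; beta-lactamase reporter measured by ratiometric fluorescence of a cleavable substrate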
A340 absorber – compound light absorbance at 340 nm, profiling panel, artefact control, biochemical, MLSMR library, data from PS, PMK, MK assays | compound absorbance at 340 nm, fold over control | fold change at 10 µM | 65,000 tested, under 10 active;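 active = at 10 µM dose, initial 340 nm absorbance at least 2 fold that of control wells; inactive = change under 2 fold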;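 also: initial absorbance extrapolated from kinetic A340 decline of NADH oxidation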
MMP13 inh – human MMP13 inhibitors, primary screen, biochemical, FRET peptide cleavage | inhibition, % at 4 µM | 65,000 tested, 0.07% active | Collagenase 3 (Homo sapiens), P45452 | MMP-13 fTHP FRET cleavage, Mca fluorescence;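 active = inhibition above the mean of compound-free control plate wells plus 3 SD, cut at about 14% in these data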;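 also: 0% = DMSO wells and 100% = wells with reference MMP-13 inhibitor after basal subtraction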
Autofluor 339 – intrinsic fluorescence of library compounds, ex339/em460 – biochemical, MLSMR library, data from DPM-DC assay, artefact control, profiling panel. compound autofluorescence, ex339/em460 nm, NADH buffer; hits give high values; 1 = no-compound wells, NADH background. fluorescence fold increase at 10 µM. 65,000 tested, 5.5% active;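 active = at 10 µM, mean starting fluorescence two-fold or more over control wells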;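 also: signal is the first read of a kinetic run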
TNAP act DEA – human TNAP enzyme activators, primary screen, biochemical, luminescent, intermediate phosphate acceptor level. activation factor at 20 µM. Alkaline phosphatase, tissue-nonspecific isozyme (Homo sapiens), P05186. purified TNAP, CDP-star luminescence, 100 mM DEA, 30 min; hits give high values; scale: 0 levamisole-inhibited, 1 vehicle-only enzyme. 64,000 tested, under 10 active;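 active = activation factor of at least 2 at 20 µM, relative to controls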
NADH enzymes – inhibitors of PK/LDH coupling enzymes, profiling panel, artefact control, biochemical, MLSMR library. coupled PK/LDH NADH assays, four targets. IC50, µM (series often up to 10 µM), without a hit: at the highest dose inhibition. 65,000 tested, 0.02% active. AID 774, 2007;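 active = single-dose screening hits from any of four coupled enzyme assays that gave an IC50 when retested across doses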;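 also: the DPM-DC format reads NADH fluorescence rather than 340 nm absorbance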
5HT1a ag – human 5-HT1a receptor agonists, primary screen, cell-based, CHO, Ga15 NFAT-bla reporter. AID 567, 2006. activation, % at 10 µM. CHO 5-HT1a Ga15 NFAT-bla reporter, FRET ratio; 0% basal, 100% maximal reference agonist. 65,000 tested, 0.56% active;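 active = activation above the screen-wide mean activation plus 3 SD, cut at about 19% in these data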;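 also: 0% = DMSO wells and 100% = 5-CT at EC100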
Numbers without * were called inactive; [ ] = another dose, or the depositor's remark.

`CC(=O)Nc1cccc(Oc2ccc3c(c2)C(=O)N(CCC(=O)O)C3=O)c1` gave RORA act -5.8, SF1 activator -5.3, 5-HT1A blocker -6.8, A340 absorber 1.04, MMP13 inh 1.1, Autofluor 339 1.07, TNAP act DEA 0.9, NADH enzymes 5.0% and 5HT1a ag 1.0.
Screening Cc1ccc(C(=O)CSc2nnc(-c3ccccc3)n2-c2ccccc2)o1 returned RORA act -9.3, SF1 activator 8.0, 5-HT1A blocker 1.7, A340 absorber 1.02, MMP13 inh -0.3, Autofluor 339 1.03, NADH enzymes 5.0% and 5HT1a ag 3.6.
For COCCNC(=O)c1ccc(CS(=O)(=O)c2ccccc2)o1 the results were RORA act -17.0, SF1 activator -13.1, 5-HT1A blocker -3.6, A340 absorber 0.99, MMP13 inh -1.2, Autofluor 339 1.17, TNAP act DEA 0.9, NADH enzymes 6.0% and 5HT1a ag 1.7.
`Cn1nc(C(=O)N2CCN(S(=O)(=O)c3ccccc3)CC2)c2ccccc2c1=O` gave RORA act 20.3, SF1 activator -9.0, 5-HT1A blocker -3.2, A340 absorber 0.97, MMP13 inh 1.1, Autofluor 339 1.08, TNAP act DEA 0.9, NADH enzymes 9.0% and 5HT1a ag 1.0.
Cc1ccccc1Cn1nc(C)c(NC(=O)c2noc3c2CCc2ccccc2-3)c1C was read as RORA act 7.7, SF1 activator -2.5, 5-HT1A blocker -14.1, A340 absorber 0.98, MMP13 inh 4.7, Autofluor 339 1.05, TNAP act DEA 0.9, NADH enzymes 0.0% and 5HT1a ag -2.6.
Screening COc1ccc(CNC(=O)CN(c2cccc(OC)c2)S(C)(=O)=O)cc1 returned RORA act -11.1, SF1 activator 6.1, 5-HT1A blocker -7.8, A340 absorber 0.98, MMP13 inh -7.7, Autofluor 339 0.93, TNAP act DEA 0.9, NADH enzymes 4.0% and 5HT1a ag -1.4.
Screening COc1ccc(-c2nnc3sc(-c4cccs4)nn23)cc1OC returned RORA act 5.2, SF1 activator 13.3, 5-HT1A blocker -16.3, A340 absorber 1.06, MMP13 inh 0.4, Autofluor 339 1.04, TNAP act DEA 0.9, NADH enzymes 14.0% and 5HT1a ag 0.6.
For CCCS(=O)(=O)c1c(S(=O)(=O)CCC)c2c(N)cccn2c1C(=O)c1ccc(F)cc1 the results were RORA act -31.6, SF1 activator -18.6, 5-HT1A blocker -3.7, A340 absorber 1.07, MMP13 inh -2.3, Autofluor 339 1.07, TNAP act DEA 0.8, NADH enzymes 6.0% and 5HT1a ag 2.6.
`O=C(NCC1CCCO1)c1cccs1` (configuration not stated) gave RORA act -0.6, SF1 activator 9.7, 5-HT1A blocker 2.1, A340 absorber 1.03, MMP13 inh 2.2, Autofluor 339 1.13, TNAP act DEA 0.9, NADH enzymes 3.0% and 5HT1a ag -2.6.
CCSc1nnc(N(CCC#N)CCC#N)s1 was read as RORA act -12.9, SF1 activator 17.1, A340 absorber 1, MMP13 inh -0.7, Autofluor 339 1.05, TNAP act DEA 0.9, NADH enzymes 4.0% and 5HT1a ag 1.6.
CSc1nnc2n(-c3ccc(C)cc3)c(=O)c3c4c(sc3n12)COC(C(C)C)C4 (configuration not stated) was read as RORA act -22.8, SF1 activator -4.9, 5-HT1A blocker -13.7, A340 absorber 1.04, MMP13 inh -3.0, Autofluor 339 0.99, TNAP act DEA 0.9, NADH enzymes 4.0% and 5HT1a ag 1.6.
Screening Cn1c(=O)oc2cc(S(=O)(=O)NCc3ccco3)ccc21 returned RORA act -8.0, SF1 activator 2.2, 5-HT1A blocker -0.1, A340 absorber 1.04, MMP13 inh 0.4, Autofluor 339 1.08, TNAP act DEA 0.9, NADH enzymes 5.0% and 5HT1a ag -0.8.
Screening Cc1c(Cl)cccc1-n1nnnc1-c1cccs1 returned RORA act -5.3, SF1 activator -7.1, 5-HT1A blocker 8.0, A340 absorber 0.99, MMP13 inh -1.4, Autofluor 339 1.1, TNAP act DEA 0.8, NADH enzymes 4.0% and 5HT1a ag -2.2.
`C=C(C)Cc1c(C)nc(-c2ccccc2)[nH]c1=O` gave RORA act -5.0, SF1 activator -19.4, 5-HT1A blocker -6.0, A340 absorber 1.04, MMP13 inh -0.2, Autofluor 339 1.04, TNAP act DEA 1, NADH enzymes 6.0% and 5HT1a ag 1.1.
`Cc1ccc2c(c1)N(CCCC(=O)NCC1COc3ccccc3O1)C(=O)CO2` (configuration not stated) gave RORA act -15.9, SF1 activator 5.3, 5-HT1A blocker 4.7, A340 absorber 0.98, MMP13 inh -3.1, Autofluor 339 1.08, TNAP act DEA 1, NADH enzymes 5.0% and 5HT1a ag -0.2.
`CCC1CCCCN1C(=O)CSc1nc2c(cnn2-c2ccc(C)cc2)c(=O)[nH]1` (configuration not stated) gave RORA act -0.5, SF1 activator -3.7, 5-HT1A blocker 6.1, A340 absorber 1.01, MMP13 inh 3.9, Autofluor 339 1.05, TNAP act DEA 1, NADH enzymes 4.0% and 5HT1a ag 0.4.
Screening Cc1c(C(=O)N2CCOCC2)[nH]c2c1C(=O)CC(c1ccc(Cl)cc1)C2 (configuration not stated) returned RORA act -10.9, SF1 activator -10.8, 5-HT1A blocker -3.2, A340 absorber 1, MMP13 inh -1.4, Autofluor 339 1.13, TNAP act DEA 0.9, NADH enzymes 5.0% and 5HT1a ag -2.7.
Cc1cc(C)c(C#N)c(SCC(=O)N2CCCCC2)n1 was read as RORA act -2.1, SF1 activator -3.3, 5-HT1A blocker 6.2, A340 absorber 1.06, MMP13 inh 1.9, Autofluor 339 1.12, TNAP act DEA 0.9, NADH enzymes 1.0% and 5HT1a ag 0.5.
Screening CCCCN(C)CCC(=O)Nc1ccc(OC)cc1OC returned RORA act 11.4, SF1 activator -3.7, 5-HT1A blocker 6.7, A340 absorber 1.05, MMP13 inh 1.0, Autofluor 339 1.08, TNAP act DEA 0.9, NADH enzymes 3.0% and 5HT1a ag 1.3.
For CCOc1cccc(=O)c2c(C)n(C)c(C)c12 the results were RORA act -9.7, SF1 activator 7.4, 5-HT1A blocker 1.0, A340 absorber 1.02, MMP13 inh 2.4, Autofluor 339 1.04, TNAP act DEA 0.8, NADH enzymes 7.0% and 5HT1a ag -3.6.
CCOC(=O)C1C(=O)C=C(c2ccc(OC)cc2)CC1c1ccco1 (configuration not stated) was read as RORA act -22.2, SF1 activator -21.7, 5-HT1A blocker 13.2, A340 absorber 1.06, MMP13 inh -1.8, Autofluor 339 1.62, TNAP act DEA 1, NADH enzymes 4.0% and 5HT1a ag -1.8.
`Cc1cccc(-n2nnc(C(=O)NCc3ccc4c(c3)OCO4)c2N)c1` gave RORA act 18.7, SF1 activator -23.0, 5-HT1A blocker -3.4, A340 absorber 0.96, MMP13 inh 6.2, Autofluor 339 1.06, TNAP act DEA 1, NADH enzymes 3.0% and 5HT1a ag 0.3.
For CCOC(=O)CNC(=O)CSc1nc2cccnc2n1Cc1ccccc1 the results were RORA act -20.9, SF1 activator -2.8, 5-HT1A blocker 4.5, A340 absorber 0.98, MMP13 inh -3.4, Autofluor 339 1.07, TNAP act DEA 0.9, NADH enzymes 6.0% and 5HT1a ag -2.2.
For CCOc1ccccc1N(CC(=O)NC1CCCCC1)S(C)(=O)=O the results were RORA act -6.8, SF1 activator 9.0, 5-HT1A blocker -0.5, A340 absorber 1.01, MMP13 inh 5.2, Autofluor 339 1.16, TNAP act DEA 0.9, NADH enzymes 2.0% and 5HT1a ag -2.7.
Screening Cc1nc2ccc(S(=O)(=O)NC(C(=O)N3CCCCCC3)C(C)C)cc2s1 (configuration not stated) returned RORA act -2.4, SF1 activator 20.1, 5-HT1A blocker inactive, A340 absorber 1.02, MMP13 inh 5.4, Autofluor 339 1.08, TNAP act DEA 0.9, NADH enzymes 3.0% and 5HT1a ag -0.1.
Screening COc1ccc(CCNC(=O)c2nnn(CC(=O)Nc3ccccc3C)c2N)cc1OC returned RORA act -5.3, SF1 activator -9.5, 5-HT1A blocker -7.8, A340 absorber 0.99, MMP13 inh 5.6, Autofluor 339 1.13, TNAP act DEA 0.9, NADH enzymes 2.0% and 5HT1a ag -0.9.
Screening COCCCN1C(=O)C(=O)/C(=C(/O)c2ccc(OC(C)C)cc2)C1c1ccncc1 (configuration not stated) returned RORA act -1.7, SF1 activator -4.5, 5-HT1A blocker 4.0, A340 absorber 1.11, MMP13 inh 4.8, Autofluor 339 0.98, TNAP act DEA 1, NADH enzymes 8.0% and 5HT1a ag -3.7.
Screening Cc1ccc(CNc2oc(-c3ccco3)nc2C#N)cc1 returned RORA act -2.8, SF1 activator 3.0, 5-HT1A blocker 7.4, A340 absorber 1.04, MMP13 inh -61.9, Autofluor 339 2.1*, TNAP act DEA 0.9, NADH enzymes 5.0%[fluoresces] and 5HT1a ag -2.4.
Screening O=C(CCCc1ccccc1)NC1CCSC1=O (configuration not stated) returned RORA act -10.3, SF1 activator 5.6, 5-HT1A blocker 4.5, A340 absorber 1.04, MMP13 inh 1.6, Autofluor 339 1.12, TNAP act DEA 1, NADH enzymes 1.0% and 5HT1a ag -4.6.
Screening CCOC(=O)N1CCN(C(=O)Cn2c(C)cc3ccccc3c2=O)CC1 returned RORA act -6.2, SF1 activator -9.0, 5-HT1A blocker -2.4, A340 absorber 1.03, MMP13 inh -7.3, Autofluor 339 1.45, TNAP act DEA 0.9, NADH enzymes 8.0% and 5HT1a ag -0.9.
`O=C(O)[C@@H]1CCCC[C@@H]1C(=O)N1CCc2ccccc2C1CN1C(=O)c2ccccc2C1=O` (some centres not stated) gave RORA act 21.5, SF1 activator 11.7, 5-HT1A blocker -2.9, A340 absorber 0.99, MMP13 inh 0.9, Autofluor 339 1.04, TNAP act DEA 0.9, NADH enzymes 6.0% and 5HT1a ag -1.5.

Molecules above that have a cyano group (3):
CCSc1nnc(N(CCC#N)CCC#N)s1 was read as RORA act -12.9, SF1 activator 17.1, A340 absorber 1, MMP13 inh -0.7, Autofluor 339 1.05, TNAP act DEA 0.9, NADH enzymes 4.0% and 5HT1a ag 1.6.
Cc1cc(C)c(C#N)c(SCC(=O)N2CCCCC2)n1 was read as RORA act -2.1, SF1 activator -3.3, 5-HT1A blocker 6.2, A340 absorber 1.06, MMP13 inh 1.9, Autofluor 339 1.12, TNAP act DEA 0.9, NADH enzymes 1.0% and 5HT1a ag 0.5.
Screening Cc1ccc(CNc2oc(-c3ccco3)nc2C#N)cc1 returned RORA act -2.8, SF1 activator 3.0, 5-HT1A blocker 7.4, A340 absorber 1.04, MMP13 inh -61.9, Autofluor 339 2.1*, TNAP act DEA 0.9, NADH enzymes 5.0%[fluoresces] and 5HT1a ag -2.4.

Screening data: PubChem, several laboratories
